Assay outcomes: PubChem BioAssay, Sanford-Burnham Center for Chemical Genomics
PfG6PD inh: PfG6PD (Plasmodium falciparum) enzyme inhibition. PfGluPho enzyme, NADPH resazurin-diaphorase fluorescence. inhibition, % at 20 µM. 350,000 tested, 0.78% active. AID 504690;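 active = inhibition reaching at least a set limit at 20 µM in the primary screen, cut at about 59% in these data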;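 note: 0% = DMSO wells with substrate and 100% = DMSO wells lacking glucose-6-phosphate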
HKDC1 inhibitor: blocks human hexokinase HKDC1 activity; Q2TB90; recombinant HKDC1, G6PDH/diaphorase resazurin coupled fluorescence; inhibition, % at 20 µM; 340,000 tested, 0.16% active;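 active = inhibition above about 35% when tested at 20 µM, limit read from the data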;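 note: plate controls were DMSO wells with enzyme for no effect and DMSO wells lacking enzyme for full effect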
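Test system: Recombinant HKDC1 (HK5) hexokinase enzyme, produced in-house | Input: HKDC1 at 5 µg/mL | Buffer or medium: Tris pH 8.0 buffer with MgCl2, Tween-20, BSA, BME | Schedule: 90 min reaction incubation at room temperature, dark | Technique: Resazurin-to-resorufin fluorescence via G6PDH and diaphorase coupling, 525/613 nm | Controls: DMSO wells with and without enzyme mix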
hIAP act: human IAP activation; purified human IAP, CDP-Star luminescence, 30 min; stronger effect = higher value; 1 = vehicle-only enzyme, 0 = enzyme-free background; activation factor at 10 µM; 330,000 tested, 0.16% active;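 active = activation factor of the enzyme at least 2-fold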; note: the source names both 10 and 20 µM as test concentration; values of inactives mirror those of a sister screen read the other way
ATG4B inh: inhibitors of human ATG4B cysteine protease. ATG4B cleavage of LC3-PLA2, NBD-HPC fluorescence, 1 h. inhibition, % at 8.33 µM. Q9Y4P1. 340,000 tested, 0.51% active. AID 504462; in the data active = inhibition above about 40%
Target sequence (Q9Y4P1 whole entry, looked up): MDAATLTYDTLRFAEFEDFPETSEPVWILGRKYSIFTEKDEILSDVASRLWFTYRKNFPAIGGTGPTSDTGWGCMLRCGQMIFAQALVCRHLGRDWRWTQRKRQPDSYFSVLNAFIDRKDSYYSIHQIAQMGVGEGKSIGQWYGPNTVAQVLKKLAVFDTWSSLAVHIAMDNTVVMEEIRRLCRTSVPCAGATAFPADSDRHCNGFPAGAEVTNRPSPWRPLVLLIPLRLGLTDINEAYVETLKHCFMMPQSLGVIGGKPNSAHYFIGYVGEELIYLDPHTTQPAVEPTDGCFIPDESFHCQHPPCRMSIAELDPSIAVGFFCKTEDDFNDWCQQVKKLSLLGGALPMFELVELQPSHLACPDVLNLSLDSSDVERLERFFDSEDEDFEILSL
hIAP inh: blocks human intestinal alkaline phosphatase; 330,000 tested, 0.12% active; AID 2544; purified IAP, CDP-Star luminescence, 30 min; inhibition, % at 10 µM;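 active = inhibition reaching a set limit with compound at 10 µM in the primary screen, cut at about 35% in these data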;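 note: plate controls were DMSO wells with enzyme for no effect and no-enzyme buffer wells for full effect; values of inactives mirror those of a sister screen read the other way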
mIAP inh: mouse IAP inhibition; purified mouse IAP, CDP-Star luminescence, 30 min; inhibition, % at 10 µM; 330,000 tested, 0.2% active; AID 2806;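 active = inhibition of at least 40% at 10 µM in the primary screen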;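 note: plate controls were DMSO with enzyme for no effect and no enzyme wells for full effect; values of inactives mirror those of a sister screen read the other way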
mIAP activ: mouse IAP activation; 330,000 tested, 0.24% active; muIAP, CDP-Star luminescence, 30 min; stronger effect = higher value; 1 = vehicle-only enzyme signal, 0 = enzyme-free wells; activation factor at 10 µM;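 active = activation factor of at least 2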; note: the source names both 10 and 20 µM as test concentration; values of inactives mirror those of a sister screen read the other way
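also added = chemiluminescent substrate CDP-Star | test system = mouse IAP enzyme | signal = chemiluminescence readout | compound = DMSO-dissolved test compounds | incubation = 30 min at room temperature | benchmarks = DMSO wells, no-enzyme wells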
APOBEC3A inh: blocks human APOBEC3A ssDNA deamination; recombinant A3A, FAM/TAMRA ssDNA deamination fluorescence; inhibition, % at 20 µM; 330,000 tested, 0.41% active; AID 493011;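 active = at least 40% inhibition at 20 µM here, with at most 30% in a related deaminase screen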;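 note: plate controls were A3A with DMSO for no effect and wells lacking A3A enzyme for full effect; some results filed as inactive read as strong as hits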
Target sequence (P31941 whole entry, looked up): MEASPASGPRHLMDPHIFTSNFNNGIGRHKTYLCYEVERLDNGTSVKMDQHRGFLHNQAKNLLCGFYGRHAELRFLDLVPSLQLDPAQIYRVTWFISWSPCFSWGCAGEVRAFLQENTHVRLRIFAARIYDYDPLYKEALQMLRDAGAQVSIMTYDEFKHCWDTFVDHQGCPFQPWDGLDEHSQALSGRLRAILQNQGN
Numbers without * were called inactive; · = no result given.

SMILES	PfG6PD inh	HKDC1 inhibitor	hIAP act	ATG4B inh	hIAP inh	mIAP inh	mIAP activ	APOBEC3A inh
C[C@H](CO)N1C[C@H](C)[C@@H](CN(C)S(=O)(=O)c2ccccc2)Oc2ccc(NS(=O)(=O)c3ccc(F)cc3)cc2C1=O	-4	0	1	-13	-4	0	1	1
NS(=O)(=O)c1ccc(CCNC(=O)/C=C/c2ccc([N+](=O)[O-])cc2)cc1	-1	5	1	-9	0	6	0.94	-3
CCc1ccccc1NC(=O)CN(C)S(=O)(=O)c1ccc(-c2ccc(=O)[nH]n2)s1	1	-1	0.73	11	27	15	0.85	1
COc1ccc(NC(=O)CN(C)CC(=O)Nc2ccccc2SC)cc1Cl	2	1	1.2	29	-17	4	0.96	-3
CCN(CC(=O)Nc1c(F)cccc1F)C(=O)CSCC(=O)Nc1ccc(OC)cc1	-1	-3	1	-8	-2	9	0.91	1
c1ccc(Nc2nc(-c3cccs3)cs2)nc1	19	-2	1	-9	-3	10	0.9	0
Cc1ccc2[nH]c(=O)c(CN(Cc3ccc4c(c3)OCO4)Cc3nnnn3Cc3ccco3)cc2c1	10	10	0.99	2	1	30	0.7	3
O=c1oc2ccc(Br)cc2cc1S(=O)(=O)c1ccc(F)cc1	-28	-4	0.89	16	11	-9	1.1	3
Cn1c(N)c(C(=O)COC(=O)c2cc(-c3ccccc3)nc3ccccc23)c(=O)n(C)c1=O	·	·	0.99	·	0	11	0.89	-4
Cc1ccc(N(C(=O)C2CCCC2)C2C=CS(=O)(=O)C2)cc1 (stereo not given)	-2	-1	0.87	-3	13	4	0.96	-5
CCOC(=O)CN(C(=O)CSc1nnc(C)n1-c1ccccc1)c1cccc([N+](=O)[O-])c1	18	-10	1.1	-23	-7	10	0.9	-1
O=C(NCc1ccccc1)c1ccc(Cl)c(S(=O)(=O)N2CCCC2)c1	-3	-3	0.92	-5	8	-6	1.1	-1
CC(C)C(NS(=O)(=O)c1ccc(Br)s1)C(=O)O (stereo not given)	-7	-3	1.1	4	-7	6	0.94	0
O=C(C1CCCCC1)N1CCN=C1SCc1cccnc1	-2	0	0.88	-1	12	2	0.98	-28
Cc1cccc(CSCCNC(=O)CCSc2ccccc2)c1	-14	-8	0.96	9	4	0	1	-2
Cn1cnc(NCc2ccccc2)c1[N+](=O)[O-]	5	4	0.97	1	2	2	0.98	44*
O=c1nc(N2CCCCC2)nc(Nc2ccccc2)[nH]1	7	-11	1.1	-2	-11	2	0.98	-1
CCOC(=O)c1c(C)[nH]c(C(=O)OCC(=O)Nc2ccccc2)c1C	-13	-4	1.2	0	-20	-12	1.1	2
O=C1CCN(Cc2ccc(O)cc2)CCN1CCO	1	5	0.89	-10	12	-3	1	-3
CC(=O)Nc1ccc(/C(C)=N/NC(=O)c2ccc(F)cc2)cc1	-5	12	0.99	-10	1	-9	1.1	-4
Cc1ccc(CC(C(=O)O)C(C)C(=O)Nc2ccc(F)cc2)cc1 (stereo not given)	-7	-7	0.92	-6	8	2	0.98	-3
O=C(Cn1nc(Cc2cccnc2)c2ccccc2c1=O)NCc1ccc(F)cc1	-2	-3	0.9	-4	10	11	0.89	-1
C=CCNCCCCOc1ccc(OCc2ccccc2)cc1	-14	-4	1.1	4	-7	3	0.97	-1
Cc1cc(OC(=O)c2cc(Br)ccc2Cl)c([N+](=O)[O-])c(=O)[nH]1	2	-3	1.1	1	-6	4	0.96	3
CC(C)c1ccc(NC(=O)Nc2cc3sccc3n2C)cc1	37	-14	1.2	-12	-16	23	0.77	1
FC(F)(F)c1ccc(-n2ccnc2)nc1	-2	-3	0.78	-3	22	-4	1	7
COc1cccc(OC)c1C(=O)NC(=S)N1CCN(c2ccc(C(F)(F)F)cc2[N+](=O)[O-])CC1	-19	8	0.89	-12	11	12	0.88	-1
O=C(CCC(=O)OCC(=O)c1ccc(Cl)cc1)NC1CCCCC1	-15	6	0.96	-3	4	16	0.84	-3
O=C(COC(=O)c1cccs1)Nc1ccccc1[N+](=O)[O-]	-2	-9	0.99	-1	1	-14	1.1	-6
CCOc1ccc(CCNC(=O)C2CC(=O)N(C3CCCC3)C2)cc1OCC (stereo not given)	-6	-13	0.97	-1	3	-7	1.1	-1
O=C(NCCO)Nc1ccc2nc(-c3ccco3)c(-c3ccco3)nc2c1	·	·	1.1	·	-6	42*	0.58	97
COc1ccccc1CNC(=O)COc1cc2c(c3oc(=O)cc(C)c13)CCC(C)(C)O2	26	24	0.94	-6	6	1	0.99	-3
Cc1cccc(C(=O)Nc2ccnc(-c3cccnc3)n2)c1	1	-11	0.81	-6	19	10	0.9	-5
O=C(N1CCOCC1)N1CCN(c2ccc(F)cc2)CC1	-9	10	0.88	-13	12	6	0.94	-4
COC(=O)C1(C(O)C(=O)c2ccc(C)cc2C)CCCCC1 (stereo not given)	7	-4	0.86	5	14	10	0.9	-3
O=C(OC(C(=O)Nc1ccc([N+](=O)[O-])cc1Br)c1ccccc1)c1ccccc1 (stereo not given)	10	2	0.91	-4	9	23	0.77	5
COc1cc2c(cc1OC)C(/C=C/c1ccco1)=NCC2	10	10	1	-7	-4	1	0.99	-6
COc1cccc(C(=O)OCCCOC(=O)c2cccc(OC)c2OC)c1OC	4	0	1.2	0	-20	-3	1	-2
CCOC(=O)c1nn(-c2ccc(Cl)cc2)c2nnc(Cc3ccccc3)c(=O)n12	-9	11	1	5	-3	6	0.94	-2
CCCCn1c(=O)[nH]c(=O)c2c1nc(COc1ccc(C#N)cc1)n2CCC	13	-6	1.2	1	-18	-6	1.1	-1
COc1cccc(NC(=O)CN(C)CC(=O)NCC(=O)Nc2ccc(F)cc2)c1	10	-2	1.1	-1	-14	-3	1	31
COc1cc(/C=N/n2cnnc2)ccc1OCc1ccccc1	6	-5	1	-8	-2	5	0.95	-2
COc1cc(/C=C/C(=O)OCC(=O)Nc2cccc(F)c2)ccc1O	24	3	0.96	8	4	4	0.96	1
Cc1nn(C(=O)N2CCOCC2)c(C)c1CN1C(=O)c2ccccc2C1=O	0	-12	0.92	0	8	7	0.93	-1
CC(C)N(C)C1CCN(C(=O)Nc2ccc(Cl)c(Cl)c2)CC1	-15	3	0.84	15	16	-7	1.1	3
Cc1nn(C(CC(=O)O)C(=O)O)c(C)c1Br (stereo not given)	-13	-7	0.88	-3	12	7	0.93	3
CCCCN(C)CCN1C(=O)C2C(C(=O)Nc3ccc(C)cc3)C3C=CC2(O3)C1C(=O)NC1CCCCC1 (stereo not given)	-7	1	1.3	-2	-31	-2	1	-2
C=CCN(C(=O)CNC(=O)c1ccco1)C(C(=O)NC1CCCCC1)c1ccccc1F (stereo not given)	-11	-7	0.91	-9	9	5	0.95	-1
Cc1onc(-c2ccccc2)c1C(=O)NCCN1CCOCC1	-18	-6	0.99	-15	1	9	0.91	1
CCN1CCCC1CN(Cc1cc2ccc(C)c(C)c2[nH]c1=O)C(=O)Nc1ccccc1OC (stereo not given)	7	5	1	-6	-1	5	0.95	-1
COc1ccc(CCNC(=O)CSc2c[nH]c3ccccc23)cc1OC	7	-5	0.95	-9	5	11	0.89	-2
O=C(N/N=C/C(Br)=C/c1ccccc1)c1cccnc1	-6	0	0.98	-5	2	8	0.92	-5
Cc1ccc(NC(=O)COc2coc(CN3CCN(c4ccccc4)CC3)cc2=O)cc1	2	-3	0.94	-7	6	2	0.98	1
Cc1cc(C(=O)N2CCC(C(F)(F)F)n3nccc32)on1 (stereo not given)	-25	5	0.9	-6	10	-3	1	1
O=C(NC1CCCCC1)C(=S)NCCc1ccccc1	65*	-4	1.1	-1	-5	12	0.88	-1
CCOc1ccc(NC(=O)CSc2nccn2Cc2ccco2)cc1	3	-2	1	0	0	9	0.91	-3
CCc1ccc(N2C(=O)CN(Cc3sccc3C)C2=S)cc1	3	5	1.1	92*	-7	6	0.94	8
Cc1ccc(NC(=O)/C=C/c2ccc([N+](=O)[O-])s2)cc1	21	-13	0.95	-8	4	8	0.92	1
Cc1cccc(NC(=O)CN2C(=O)N/C(=C\c3ccc(-c4cccc(C(=O)O)c4)o3)C2=O)c1	25	7	1.1	-4	-10	20	0.8	25
Cc1ccc(-c2nnc(N3CCCCC3)c3ccccc23)cc1S(=O)(=O)NCC1CCCO1 (stereo not given)	0	0	1	1	0	10	0.9	2

Next part
SMILES	PfG6PD inh	HKDC1 inhibitor	hIAP act	ATG4B inh	hIAP inh	mIAP inh	mIAP activ	APOBEC3A inh
COc1ccc(CCNC(=O)C(C)OC(=O)c2cccs2)cc1OC (stereo not given)	-10	-2	0.89	6	11	2	0.98	4
CCNC(=S)NNC(=O)c1cc(-c2ccccc2C)nc2ccccc12	-13	-9	0.89	20	11	9	0.91	2
CSC(=NCc1ccc(F)cc1)NS(=O)(=O)c1cccs1	7	-8	0.96	0	4	-1	1	-5
O=C(O)Cc1sc(-c2cccnc2)nc1-c1ccc(Br)cc1	-2	2	0.93	12	7	8	0.92	-5
CCOC(=O)C1=C(COC(=O)c2ccc3ccccc3c2O)NC(=O)NC1C (stereo not given)	20	19	1.2	-12	-20	2	0.98	0

Shown with two lines to a compound: part of the list above
The line under a structure holds: PfG6PD inh, HKDC1 inhibitor, hIAP act, ATG4B inh, hIAP inh, mIAP inh, mIAP activ, APOBEC3A inh
- Cc1cc(C(=O)N2CCC(C(F)(F)F)n3nccc32)on1 (stereo not given)
    -25, 5, 0.9, -6, 10, -3, 1, 1
- O=C(NC1CCCCC1)C(=S)NCCc1ccccc1
    65*, -4, 1.1, -1, -5, 12, 0.88, -1
- CCOc1ccc(NC(=O)CSc2nccn2Cc2ccco2)cc1
    3, -2, 1, 0, 0, 9, 0.91, -3
- CCc1ccc(N2C(=O)CN(Cc3sccc3C)C2=S)cc1
    3, 5, 1.1, 92*, -7, 6, 0.94, 8
- Cc1ccc(NC(=O)/C=C/c2ccc([N+](=O)[O-])s2)cc1
    21, -13, 0.95, -8, 4, 8, 0.92, 1
- Cc1cccc(NC(=O)CN2C(=O)N/C(=C\c3ccc(-c4cccc(C(=O)O)c4)o3)C2=O)c1
    25, 7, 1.1, -4, -10, 20, 0.8, 25
- Cc1ccc(-c2nnc(N3CCCCC3)c3ccccc23)cc1S(=O)(=O)NCC1CCCO1 (stereo not given)
    0, 0, 1, 1, 0, 10, 0.9, 2
- COc1ccc(CCNC(=O)C(C)OC(=O)c2cccs2)cc1OC (stereo not given)
    -10, -2, 0.89, 6, 11, 2, 0.98, 4
- CCNC(=S)NNC(=O)c1cc(-c2ccccc2C)nc2ccccc12
    -13, -9, 0.89, 20, 11, 9, 0.91, 2
- CSC(=NCc1ccc(F)cc1)NS(=O)(=O)c1cccs1
    7, -8, 0.96, 0, 4, -1, 1, -5
- O=C(O)Cc1sc(-c2cccnc2)nc1-c1ccc(Br)cc1
    -2, 2, 0.93, 12, 7, 8, 0.92, -5
- CCOC(=O)C1=C(COC(=O)c2ccc3ccccc3c2O)NC(=O)NC1C (stereo not given)
    20, 19, 1.2, -12, -20, 2, 0.98, 0

Compound profiles (already shown). Screens in order: PfG6PD inh | HKDC1 inhibitor | hIAP act | ATG4B inh | hIAP inh | mIAP inh | mIAP activ | APOBEC3A inh
CCNC(=S)NNC(=O)c1cc(-c2ccccc2C)nc2ccccc12 reads -13 | -9 | 0.89 | 20 | 11 | 9 | 0.91 | 2
COc1ccc(CCNC(=O)C(C)OC(=O)c2cccs2)cc1OC (stereo not given) reads -10 | -2 | 0.89 | 6 | 11 | 2 | 0.98 | 4
